Source: PubChem
Luc counter: Kinase-Glo luciferase inhibition (counter-screen); Kinase-Glo luciferase, ATP luminescence, 8 min; Potency, µM (highest dose often 38.3 µM), for inactives: at the top dose activity change, negative = inhibition, hits mostly inhibitors; Q27757; hit rate 0.28% among 200,000; AID 1379; also: % is scaled to controls: 0 for no effect and ±100 for the full control effect; nearly all actives have a fitted effect of over 60% in size
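Luminescence was the read-out, taken after 8-minute incubation at ambient temperature. Luciferase turned over luciferin with 10 uM ATP in imidazole pH 7.2 buffer containing KCl, MgCl2, Tween 20 and BSA.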
Tau fibril ThT: blocks human tau fibril formation measured by thioflavin T. hit rate 2.1% among 270,000. recombinant tau K18 P301L (four-repeat tau fragment), heparin-induced fibrillization, ThT fluorescence. Potency, µM (doses to about 57.4 µM), without a hit: at the highest dose activity, negative = inhibition, hits mostly inhibitors. P10636; also: % is scaled to controls: 0 for no effect and ±100 for the full control effect; nearly all actives have a fitted effect of over 55% in size
Target sequence (P10636 561-689 P618L limits assumed): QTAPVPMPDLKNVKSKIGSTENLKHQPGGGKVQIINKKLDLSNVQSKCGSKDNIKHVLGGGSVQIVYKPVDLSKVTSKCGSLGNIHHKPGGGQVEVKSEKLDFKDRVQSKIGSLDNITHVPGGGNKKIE
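Recombinant human tau K18 fragment […] carrying P301L, 15 uM unlabeled plus 0.24 uM Alexa 594-labeled, was fibrillized with 20 uM heparin in 100 mM sodium acetate pH 7 for 6 hr at 37 C; 30 uM ThT fluorescence read after 1 hr.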
SMN2 splice enh: enhancers of SMN2 splice variant expression; Potency, µM (doses to about 46.1 µM), for the others: at the top dose activity change, positive = activation, usual class: activators; hit rate 2.8% among 210,000; HEK293 SMN2-luciferase splicing reporter, luminescence, 30-36 h; also: % of control where 0% means no effect; nearly all actives have a fitted effect of over 55% in size
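HEK293 cells carry an SMN2 minigene-luciferase reporter in which exon 7 inclusion puts luciferase in frame. Cells were seeded at 2000 cells/well, attached for 10-12 hours, then exposed to compounds for 30-36 hours at 37C before ONE-Glo luminescence.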
Lamin A splicing: LMNA splicing modulation | HeLa LMNA splicing GFP/RFP minigene ratio, 48 h | Potency, µM (top dose mostly 46.1 µM), for inactives: at the top dose ratio change, negative = inhibition, most hits filed as inhibitors | hit rate 0.01% among 200,000 | AID 1487; active = well fitted inhibition curve with a large enough effect in the signal ratio, with a control signal flat, not every such curve was filed as active; inconclusive = small, poorly fitted or top-dose-only effect, or effect the other way, or a change in a side signal; the % refers to the signal ratio; also: % is scaled to controls: 0 for no effect and ±100 for the full control effect
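Read-out is the ratio of GFP to DsRed2 object intensity, acquired by 488 nm laser-scanning cytometry on HeLa lamin A-EGFP minigene reporter cells. Compound incubation 48 hrs at 37 °C in Opti-MEM with 2% FBS; DMSO 0.5% final.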
KDM4E inh: inhibitors of human JMJD2E histone demethylase | JMJD2E catalytic domain, FDH-coupled NADH fluorescence (FDH is formaldehyde dehydrogenase) | Potency, µM (doses to about 57.1 µM), for the others: top-dose activity change, negative = inhibition, usual class: inhibitors | hit rate 1.6% among 230,000 | AID 2147; active = well fitted inhibition curve with a large enough effect, not every such curve was filed as active; inconclusive = small, poorly fitted or top-dose-only effect, or another doubt; inactive = no such curve, though single readings can be large or run the other way;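 also: 0% = wells with enzyme and -100% = buffer wells without enzyme; nearly all actives have a fitted effect of over 50% in size; many of its hits are not listed in these tables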
L3MBTL1 block: blocks human L3MBTL1. AlphaScreen L3MBTL1–H3K9me1 peptide binding. Potency, µM (highest dose often 57.1 µM), for the others: top-dose activity, negative = inhibition, hits mostly inhibitors. hit rate 0.66% among 230,000. AID 485360; also: % is scaled to controls: 0 for no effect and ±100 for the full control effect; nearly all actives have a fitted effect of over 60% in size
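L3MBTL1 (50 nM) pre-complexed 30 min with biotinylated H3(1-15)K9me1 peptide (75 nM), then compounds added for 30 min at room temperature; AlphaScreen streptavidin donor/nickel chelate acceptor beads (10 ug/mL final) read after 30 min dark incubation.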
ALDH1A1 block: ALDH1A1 (human) enzyme inhibition; Purified ALDH1A1, NADH fluorescence, propionaldehyde substrate; Potency, µM (doses to about 75.3 µM), inactives show at the highest dose activity, negative = inhibition, hits mostly inhibitors; hit rate 7.3% among 220,000; active = well fitted inhibition curve with a large enough effect, not every such curve was filed as active; inconclusive = small, poorly fitted or top-dose-only effect, or another doubt; inactive = no such curve, though single readings can be large or run the other way;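 also: plate controls were no enzyme wells and a reference inhibitor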
RECQ1 helicase: inhibitors of human RECQ1 DNA helicase. P46063. RECQ1 DNA unwinding, red fluorescence kinetic read. Potency, µM (top dose mostly 57.3 µM), inactives show at the top dose activity, negative = inhibition, most hits filed as inhibitors. hit rate 0.54% among 240,000. AID 2549;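 also: plate controls were vehicle for no effect and no enzyme for full effect; nearly all actives have a fitted effect of over 30% in size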
Target sequence (P46063 whole entry, looked up): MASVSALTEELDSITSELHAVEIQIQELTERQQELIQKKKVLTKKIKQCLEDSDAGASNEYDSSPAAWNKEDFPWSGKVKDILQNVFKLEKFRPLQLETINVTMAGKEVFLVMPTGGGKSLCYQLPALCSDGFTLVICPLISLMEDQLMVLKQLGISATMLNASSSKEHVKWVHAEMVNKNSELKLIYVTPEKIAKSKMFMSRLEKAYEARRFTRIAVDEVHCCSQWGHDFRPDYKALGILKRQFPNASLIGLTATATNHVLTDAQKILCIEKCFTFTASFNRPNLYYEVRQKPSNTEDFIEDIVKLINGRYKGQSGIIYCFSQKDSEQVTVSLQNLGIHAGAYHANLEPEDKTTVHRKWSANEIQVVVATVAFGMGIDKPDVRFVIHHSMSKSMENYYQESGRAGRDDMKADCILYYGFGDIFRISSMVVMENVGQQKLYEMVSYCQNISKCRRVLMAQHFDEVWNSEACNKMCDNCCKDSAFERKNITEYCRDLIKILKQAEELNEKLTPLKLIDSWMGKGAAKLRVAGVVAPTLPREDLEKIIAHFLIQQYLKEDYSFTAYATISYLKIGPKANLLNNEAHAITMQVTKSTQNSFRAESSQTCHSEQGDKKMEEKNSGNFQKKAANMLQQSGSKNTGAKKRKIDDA
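RECQ1T1 50 nM; forked duplex (20 bp + 30-nt ss tails) 200 nM, ATP 2 mM final; pH 8.0, 2 mM MgCl2, 2.5 ug/ml poly(dI-dC); 15 min compound preincubation; discontinuous kinetic read over 2 h at RT.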
Numbers without * were called inactive; i = inactive; ? = inconclusive; nt = not tested or not shown; & = joins results of further samples; [ ] = remark or other dose. Unless noted, calls follow the shape of the dose curve; as a rule, active = well fitted curve in the direction sought with a large enough effect; inconclusive = small, poorly fitted or top-dose-only effect, or another doubt; inactive = no such curve, though single readings can be large; an effect the other way counts as inactive or inconclusive. Potency is read from the fitted curve at half-maximal effect. Some of the compounds tested; the hit share may differ from the screen's.

SMILES	Luc counter	Tau fibril ThT	SMN2 splice enh	Lamin A splicing	KDM4E inh	L3MBTL1 block	ALDH1A1 block	RECQ1 helicase
C=CCNC(=O)c1cc2c(=O)n3cc(C)ccc3nc2nc1NCC1CCCO1 (stereo not given)	3%	0%	-4%	0%	?	1%	?	-6%
COc1ccc(CC(NC(C)=O)C(=O)NC2CCN(c3nc(C)cc(C)c3C#N)CC2)c(OC)c1 (stereo not given)	-5%	-4%	-9%	0%	?	1%	?	-11%
COc1cc(OC)cc(C(=O)NNC(=S)NC2CC2)c1	2%	-13%	nt	nt	-1%	-6%	8%	-5%
COc1ccc(N=Cc2c[nH][nH]c2=O)cc1	-6%	-3%	-7%	-10%	-7%	-4%	0%	-4%
COc1ccc2[nH]c(C(=O)NCc3ccccc3)cc2c1	nt	-16%	nt	nt	?	2%	nt	-7%
COCCn1nnnc1C(c1ccc(OC)cc1OC)N1CCN(c2ccccc2)CC1 (stereo not given)	-1%	-7%	nt	2%	-1%	nt	7.9µM*	4%
COc1ccc(C2=NNC(c3cc(Cl)cc4c3OCOC4)C2)c(O)c1 (stereo not given)	0%	5%	-67%[inhibitor]	nt	-1%	-8%	-3%	i
CCc1ccc(NC(=O)COC(=O)CCCC2=NS(=O)(=O)c3ccccc3N2)cc1	-2%	-2%&0%	24%	?	2%	nt	26%	0%
CCCNC(=O)COC(=O)c1ccccc1C(=O)N(C)C1CCCCC1	-1%	4%	-22%	3%	-6%	5%	1%	-10%
O=[N+]([O-])c1ccc(N2CCCCC2)c(Cl)c1N1CCCCC1	1%	-19%	-31%	-8%	7%	-15%	?	i
O=C(N/N=C/c1ccccc1OC(=O)N1CCOCC1)c1cccs1	-1%	-15%	7%	nt	-9%	nt	9%	-2%
CC(C)C(=O)Nc1cccc(C(=O)Nc2nnc(C(C)(C)C)s2)c1	-3%	-1%	-6%	-2%	0%	3%	-4%	-8%
Cc1nc2ncnn2c(C)c1Cc1cccc(C(F)(F)F)c1	-1%	1%	-2%	9%[46 µM]	9%	-2%	6%	-4%
COc1ccc(NC(=S)N2CCC(c3nc4ccccc4o3)CC2)c(OC)c1	-5%	-15%	6%	nt	2%	nt	-9%	0%
COc1ccc(OC)c(NC(=O)COC(=O)CCCN2C(=O)c3ccccc3C2=O)c1	1%	-1%	14%	5%	-2%	-1%	-4%	-10%

7 successive entries out of the list so far, quoted:
SMILES	Luc counter	Tau fibril ThT	SMN2 splice enh	Lamin A splicing	KDM4E inh	L3MBTL1 block	ALDH1A1 block	RECQ1 helicase
COc1ccc(N=Cc2c[nH][nH]c2=O)cc1	-6%	-3%	-7%	-10%	-7%	-4%	0%	-4%
COc1ccc2[nH]c(C(=O)NCc3ccccc3)cc2c1	nt	-16%	nt	nt	?	2%	nt	-7%
COCCn1nnnc1C(c1ccc(OC)cc1OC)N1CCN(c2ccccc2)CC1 (stereo not given)	-1%	-7%	nt	2%	-1%	nt	7.9µM*	4%
COc1ccc(C2=NNC(c3cc(Cl)cc4c3OCOC4)C2)c(O)c1 (stereo not given)	0%	5%	-67%[inhibitor]	nt	-1%	-8%	-3%	i
CCc1ccc(NC(=O)COC(=O)CCCC2=NS(=O)(=O)c3ccccc3N2)cc1	-2%	-2%&0%	24%	?	2%	nt	26%	0%
CCCNC(=O)COC(=O)c1ccccc1C(=O)N(C)C1CCCCC1	-1%	4%	-22%	3%	-6%	5%	1%	-10%
O=[N+]([O-])c1ccc(N2CCCCC2)c(Cl)c1N1CCCCC1	1%	-19%	-31%	-8%	7%	-15%	?	i

New compounds follow:
SMILES	Luc counter	Tau fibril ThT	SMN2 splice enh	Lamin A splicing	KDM4E inh	L3MBTL1 block	ALDH1A1 block	RECQ1 helicase
CCOC(=O)/C=C/C(=O)Nc1ccc(Oc2ccccc2)cc1	-1%	?	nt	?	-6%	-5%	25µM*	0%
Cc1cc(C)c(S(=O)(=O)NCC(=O)NCc2ccccn2)c(C)c1	2%	-9%	4%	nt	-1%	-3%[2.29 µM]	-10%	i
COc1ccc2oc(C(F)(F)C(F)(F)F)cc(=O)c2c1	1%	-6%	-16%	4%	-5%	-6%	?	-8%
O=C(CCC(=O)Nc1nnc(C2CCCCC2)s1)NCc1cccs1	-3%	-10%	-21%	5%	3%	-9%	-15%	-8%
O=C(CN(Cc1ccc2c(c1)OCO2)C(=O)c1cnsn1)NC1CCCC1	nt	-1%	nt	6%	5%	6%	0%	-4%
CC(C)c1cc(C(=O)N/N=C/c2ccco2)n[nH]1	-10%	-11%	16µM*	2%	2%	-4%	10%	5%
CCc1ccc2[nH]c(=O)c(C(c3nnnn3CCOC)N3CCN(c4ccccc4F)CC3)cc2c1 (stereo not given)	-2%	18µM*	19%	?	?	nt	?	-7%
COC(=O)c1cc(C(=O)OC)cc(N2C(=O)CC(NNC(=O)c3ccccc3Cl)C2=O)c1 (stereo not given)	-3%	-1%	24%	-7%	-135%	4%	?	0%
CC(=O)c1ccc(NC(=O)c2ccc(COc3ccccc3[N+](=O)[O-])o2)cc1	-10%	?	-7%	4%	1%	10%	-5%	-8%
O=C(Nc1nnc(-c2cccs2)o1)c1ccco1	-2%	-12%	18%	-4%	-9%	nt	-7%	-8%
COc1ccccc1OCC(=O)NNC(=S)NC(=O)c1ccco1	-3%	-7%	-10%	?	?	nt	28µM*	i
CCn1c(O)c(C(C#N)=C2N=c3ccccc3=N2)c2ccccc21	-12%	?	3%	23%	0%	-1%	?	1%
CCOC(=O)c1c(-c2ccccc2Cl)csc1NC(=O)CSc1nc(C)cc(=O)[nH]1	0%	-3%	-11%	?	-2%	-7%	8%	-10%
CC1CN(C2=Nc3cccc4cccc2c34)CC(C)O1 (stereo not given)	-3%	-3%	-4%	-8%[46 µM]	?	-18%	-69%	i
O[Si](CCCN1CCCCC1)(c1ccc(F)cc1)C1CCCCC1 (stereo not given)	-7%	-6%	-24%	?	3%	0%	13%	i
O=C1CCCC(O)=C1C=NCCc1ccccc1	-3%	-1%	14%	1%	2%	-4%	?	4%
COc1ccc(-n2nnnc2SCC(=O)Nc2ccccc2N2CCOCC2)cc1	3%	-9%	-14%	?	1%	-3%	-3%	i
CCOc1ccc(NC(=O)c2nnn(CC(=O)Nc3ccccc3OC)c2N)cc1	-2%	-11%	-1%	-1%	?	9%	?	-1%
Cc1ccc(S(=O)(=O)CCC(=O)Nc2ccc(F)cc2)cc1	5%	8%	9%	-1%[46 µM]	12%	-1%	?	i
CCCn1nnc(NC(=O)Cc2ccccc2)n1	-3%	1%	2%	9%	-4%	2%	9%	i
CC1CN(Cc2cnc(Cl)s2)CC(C)O1 (stereo not given)	4%	-6%	19%	?	2%	-15%[11.4 µM]	13%	0%
COc1cnc(-c2ccccn2)nc1Oc1ccc(Cl)cc1	-1%	-13%	-31%	-5%	6%	?	-10%	i
O=C(Nc1ccc[n+](CC(=O)c2cccc3ccccc23)c1)c1ccccc1	-2%	-1%	-16%	?	3%	23%	?	i
COc1cc(=O)[nH]c(=O)n1CC(=O)c1ccccc1	0%	-13%	12%	-6%	2%	6%	-12%	-4%
COc1ccc(N(CC(=O)NC2CCCC2)C(=O)Cn2nnc(-c3ccc(OC)c(OC)c3)n2)cc1	-1%	-7%	nt	?	10%	7%	6%	-5%
COc1cccc(C(=O)Nc2cc(C(=O)NCCc3ccccc3)ccc2Cl)c1	-5%	-13%	11µM*	-1%	?	nt	?	2%
C=C(C)Cn1c(CCNC(=O)C(C)C)nc2ccccc21	-1%	-7%	24%	4%	-4%	10%[11.4 µM]	8%	0%
CCCc1nnc(-c2cc(OC)c(OC)c(OC)c2)o1	1%	-14%	?	4%	?	4%	?	1%
COc1ccc(NC(=O)COC(=O)c2c(-c3ccccc3)noc2C)cc1	-2%	-2%	-19%	9%	2%	0%	?	-8%
Cc1ccc(N2C(=O)C3C4C=CC(CNC(=S)Nc5cccc(Cl)c5)(O4)C3C2=O)cc1 (stereo not given)	-2%	-18%	14%	?	2%	-11%	1.6µM*	?
Cc1ccnc(N/N=C/c2ccco2)n1	-5%	-14%	?	4%	-6%	nt	5%	-7%
COCCn1c(SCc2nc(N)nc(Nc3ccccc3C)n2)nc2ccccc2c1=O	1%	-12%	-2%	-6%	3%	-2%	2%	-5%
COc1cccc(C(=O)Nc2nc(-c3ccc4c(c3)OCO4)cs2)c1	3%	?	-18%	?	?	-10%	0%	-8%
CCOP(=O)(c1ccc(N(C)C)cc1)C(O)c1ccccc1 (stereo not given)	0%	-9%	-18%	5%	-6%	nt	0%	-11%
O=C(NCCC1=CCCCC1)C1CCN(S(=O)(=O)c2ccc(-n3cnnn3)cc2)CC1	-3%	-7%	4%	?	3%	-1%	?	-8%
CCOc1ccccc1CNC(CC)CO (stereo not given)	0%	7%	12%	-8%[46 µM]	14%	-2%[11.4 µM]	9%	-6%
CCC(C)Sc1nnc(CSc2nc3nc(C)cc(C)n3n2)o1 (stereo not given)	-3%	0%	-8%	-14%	3%	1%	0%	-2%
CCN(CC)c1ccc(/C=N/NC(=O)Nc2ccccc2)cc1	0%	14µM*	20µM*	?	?	-3%	?	-7%
Cc1cnc(C(=O)Nc2ccc(-n3cnnn3)cc2)cn1	-1%	-3%	?	-10%	?	6%	2%	-2%
